G6PDH CS: counter-screen for G6PDH assay hits: L. mesenteroides G6PDH inhibition; Purified L. mesenteroides G6PDH, diaphorase/resazurin coupled fluorescence, 45 min; inhibition, % at 5 µM; 200,000 tested, 0.12% active; AID 1020; in the data active means inhibition above about 50%
Diaph inh CS: counter-screen for diaphorase-based assays: diaphorase inhibitors and chemical oxidizers. inhibition, % at 20 µM. diaphorase resazurin-to-resorufin fluorescence, NADH, 16 min; bacterial (C. kluyveri) enzyme, not human. 190,000 tested, 0.69% active. AID 1217;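 active means primary screen inhibition at 20 µM above a set limit, cut at about 50% in these data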;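 further: plate controls were DMSO with full reaction for no effect and wells lacking NADH for full effect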
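Assay system: diaphorase enzyme from Clostridium kluyveri. Quantity: enzyme working solution with 0.14 U/mL diaphorase. Schedule: reaction incubation of 16 min at room temperature. Technique: resorufin fluorescence, excitation 544 nm, emission 590 nm. Controls: No-NADH positive control and DMSO neutral control.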
NF-kB expr up: raises NF-kB expression in human neuronal cells | NF-kB reporter expression; active compounds read high | 190,000 tested, 1.6% active | fold change at 12.5 µM | AID 1239; in the data active means fold change above about 3.3
STAT1 activator: STAT1 signaling activation; NIH 3T3 STAT1-luciferase reporter, IFN-gamma, luminescence; 100% = IFN-gamma alone, no compound; activation (% of control), % at 5.5 µM; 200,000 tested, 2.6% active;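 active means activation above the screen-wide mean activation plus 3 SD, cut at about 130% in these data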;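 further: raw ratio to IFN-gamma control signal so 100% means no change and 0% no light; values of inactives mirror those of a sister screen read the other way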
APP transl inh: APP translation inhibition | inhibition, % at 2 µM | SH-SY5Y APP 5'UTR-luciferase reporter, luminescence | AID 1285 | 190,000 tested, 0.82% active;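 active means inhibition above a set limit, derived from the sample mean plus 3 SD, cut at about 45% in these data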; further: values of inactives mirror those of a sister screen read the other way
APP 5'UTR act: activates APP 5'UTR luciferase reporter. SH-SY5Y APP 5'UTR luciferase reporter, luminescence; zero percent = DMSO vehicle wells. activation, % at 2 µM. 190,000 tested, 1% active. AID 1276;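 active means activation above a set limit, based on mean plus 3 SD of controls, cut at about 140% in these data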; further: values of inactives mirror those of a sister screen read the other way
FLuc act counter: affects firefly luciferase, flagging false hits in luciferase stimulation screens; ATPlite luciferase biochemical, luminescence, 10 min; 0 = ATP-free wells, 1 = DMSO control; activation factor at 10 µM; 200,000 tested, under 10 active; P08659;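 active means luciferase activation factor, scaled between plate controls, of at least 2 with compound at 10 µM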
Target sequence (P08659 whole entry, looked up): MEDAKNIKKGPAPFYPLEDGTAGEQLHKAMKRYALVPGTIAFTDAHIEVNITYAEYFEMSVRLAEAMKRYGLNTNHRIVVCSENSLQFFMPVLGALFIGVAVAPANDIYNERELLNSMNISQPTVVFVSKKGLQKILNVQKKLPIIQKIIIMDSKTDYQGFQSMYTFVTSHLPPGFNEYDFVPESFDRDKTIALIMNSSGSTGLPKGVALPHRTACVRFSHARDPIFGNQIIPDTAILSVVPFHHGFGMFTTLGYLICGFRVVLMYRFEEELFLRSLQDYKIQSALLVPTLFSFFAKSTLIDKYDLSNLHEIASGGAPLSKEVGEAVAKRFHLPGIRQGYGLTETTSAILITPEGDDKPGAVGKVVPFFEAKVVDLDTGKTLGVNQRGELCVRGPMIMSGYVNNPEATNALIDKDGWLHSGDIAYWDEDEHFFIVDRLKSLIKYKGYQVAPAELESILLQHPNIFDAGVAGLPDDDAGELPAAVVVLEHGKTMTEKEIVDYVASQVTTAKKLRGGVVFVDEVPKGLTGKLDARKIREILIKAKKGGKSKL
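Assay system: Luciferase/luciferin detection reagent, cell-free biochemical luciferase assay / Read-out: luciferase activation / Benchmarks: No-ATP low control, compound-free enzyme-plus-ATP high control / Medium: PBS buffer for ATP / Detection: luminescence measurement of luciferase light output / Schedule: 10 min at ambient temperature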
Diaphorase act: counter-screen for diaphorase-based assays: diaphorase activators and chemical reducers; Diaphorase/resazurin coupled assay, resorufin fluorescence, 16 min; active compounds read high; 1 = vehicle wells, 0 = NADH-free wells; activation factor at 20 µM; 190,000 tested, 0.005% active; AID 1229;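 active means diaphorase activity raised at least twofold by the compound at 20 µM; inactive means activation factor below 2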
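Assay system: Purified diaphorase enzyme from Clostridium kluyveri | Amount: Enzyme 0.07 U/mL final | Dosing: Compound 20 µM once, DMSO 1% | Timing: 16 min reaction at room temperature | Detection: Fluorescence, excitation 544 nm and emission 590 nm | Evaluation: Higher resorufin formation from activation or reduction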
TLR4-MyD88 BLA: TLR4-MyD88 interaction inhibition in cells; 200,000 tested, 0.18% active; HeLa CL3-4 TLR4/MyD88 BLA complementation, FRET ratio; AID 861; O00206+Q99836; inhibition, % at 8.4 µM; in the data active means inhibition above about 25%;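 further: 0% = vehicle and 100% = reference inhibitor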
FLuc inh counter: inhibits firefly luciferase, flagging false hits in luciferase inhibition screens; P08659; ATPLite firefly luciferase biochemical luminescence, 10 min; inhibition, % at 10 µM; 200,000 tested, 1.5% active; AID 1006;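 active means inhibition above about 50% when tested at 10 µM, limit read from the data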
* = called active by the depositor; . = no result given.

1. O=c1nc2n(c3cc(Cl)c(S(=O)(=O)N4CCOCC4)cc13)CCCCC2
2. CSc1nsc(SC)c1C(=O)Nc1ccc(C)cc1
3. N#CCSCC(=O)Nc1ccc(Br)cc1
4. CCC(C)(NC(=O)CNC(C)=O)C(=O)NC1CCCCC1 (stereo unspecified)
5. COc1ccc(-c2ccc(-c3noc(-c4ccccc4F)n3)c(OC)n2)cc1
6. CCOc1cc(C(=O)OCC(=O)NC(C)c2ccccc2)ccc1OCC(=O)N1CCOCC1 (stereo unspecified)
7. COc1ccc(CNc2ccc(-c3ccc(OC)cc3)nn2)cc1
8. CNC(=O)c1nc(C)n(-c2cc(Cl)cc(Cl)c2)n1
assay / entry	1	2	3	4	5	6	7	8
G6PDH CS	8	11	1	3	-4	17	-4	28
Diaph inh CS	1	19	13	14	3	-2	3	15
NF-kB expr up	1.2	1.1	1.3	1	1.1	1	1.5	0.99
STAT1 activator	88	87	98	107	93	103	107	98
APP transl inh	-2	8	2	21	5	-4	-17	1
APP 5'UTR act	2	-8	-2	-21	-5	4	17	-1
FLuc act counter	1.1	1	1.1	1.1	1	1	1	1
Diaphorase act	1	0.8	0.9	0.9	1	1	1	0.8
TLR4-MyD88 BLA	-5	-14	-18	5	-15	10	-9	-9
FLuc inh counter	-6	-2	-8	-5	-5	2	-4	-2

9. CC(=O)n1c(Cl)c(NC(=O)CCl)c2ccccc21
10. C/C=C(\C)c1nnc(NC(=O)c2ccco2)s1
11. O=C(O)c1cn[nH]c1-c1cccc([N+](=O)[O-])c1
12. O=C(NC1CCCCC1)C(=S)N1CCOCC1
13. c1ccc2[nH]c(-c3ccncc3)nc2c1
14. CCOC(=O)N1CCC(Nc2c(NCCN3CCN(c4cccc(Cl)c4)CC3)c(=O)c2=O)CC1
15. CC(NC(=O)c1ccccc1)c1ccc(Br)cc1 (stereo unspecified)
16. CCCc1ccc(C(C)NC(=O)c2cnccn2)cc1 (stereo unspecified)
assay / entry	9	10	11	12	13	14	15	16
G6PDH CS	4	-12	2	22	18	2	-3	-11
Diaph inh CS	17	8	9	7	7	11	9	22
NF-kB expr up	1.1	2.1	1.1	1.1	1.2	1.1	0.99	0.68
STAT1 activator	96	122	116	109	88	100	89	86
APP transl inh	75*	-9	0	9	-19	0	1	12
APP 5'UTR act	-75	9	0	-9	19	0	-1	-12
FLuc act counter	1.1	0.8	1	1	0.9	1.1	1	1.1
Diaphorase act	0.8	0.9	0.9	0.9	0.9	0.9	0.9	0.8
TLR4-MyD88 BLA	10	-4	0	-9	12	5	4	1
FLuc inh counter	-5	17	-3	-2	9	-7	-3	-8

17. Cc1ccc(S(=O)(=O)N2CCNC(=O)CC2)cc1
18. Cn1c(N)c(S(=O)(=O)NCc2ccccc2Cl)c(=O)n(C)c1=O
19. Cc1ccc(C)c(NC(=O)CSc2nnc(CSc3nc(C)cc(C)n3)n2Cc2ccco2)c1
20. Cc1oc2nc(SCC(=O)Nc3ccc(S(N)(=O)=O)cc3)nc(NC(=O)c3ccccc3)c2c1C
21. COc1ccc(C(=O)Cc2ccccc2)cc1OC
22. COC(=O)CN1C(=O)CC(C)(C)S(=O)c2ccccc21 (stereo unspecified)
23. Cc1ccc(C2=N/C(=C\c3c(C)nn(-c4ccccc4)c3N3CCCC3)C(=O)O2)cc1
24. COc1ccc(CC(=O)NCc2n[nH]c(=S)n2-c2cccc(C)c2)cc1
assay / entry	17	18	19	20	21	22	23	24
G6PDH CS	3	1	6	5	4	-13	-4	2
Diaph inh CS	7	10	11	14	2	2	13	12
NF-kB expr up	1.1	1.5	0.94	1.4	1.2	1.1	1.1	1
STAT1 activator	100	95	98	104	108	101	93	99
APP transl inh	3	-6	-6	.	-1	8	6	-8
APP 5'UTR act	-3	6	6	.	1	-7	-6	8
FLuc act counter	1.1	1	1.1	1.1	1	1.1	1	1
Diaphorase act	0.9	0.9	0.9	0.9	1	1	0.9	0.9
TLR4-MyD88 BLA	-13	-8	0	5	9	-3	-4	-4
FLuc inh counter	-8	-4	-8	-5	-2	-7	-4	1

A different layout for 5 compounds above.
Every second line gives: G6PDH CS | Diaph inh CS | NF-kB expr up | STAT1 activator | APP transl inh | APP 5'UTR act | FLuc act counter | Diaphorase act | TLR4-MyD88 BLA | FLuc inh counter
#17 Cc1ccc(S(=O)(=O)N2CCNC(=O)CC2)cc1
→ 3 | 7 | 1.1 | 100 | 3 | -3 | 1.1 | 0.9 | -13 | -8
#18 Cn1c(N)c(S(=O)(=O)NCc2ccccc2Cl)c(=O)n(C)c1=O
→ 1 | 10 | 1.5 | 95 | -6 | 6 | 1 | 0.9 | -8 | -4
#19 Cc1ccc(C)c(NC(=O)CSc2nnc(CSc3nc(C)cc(C)n3)n2Cc2ccco2)c1
→ 6 | 11 | 0.94 | 98 | -6 | 6 | 1.1 | 0.9 | 0 | -8
#20 Cc1oc2nc(SCC(=O)Nc3ccc(S(N)(=O)=O)cc3)nc(NC(=O)c3ccccc3)c2c1C
→ 5 | 14 | 1.4 | 104 | . | . | 1.1 | 0.9 | 5 | -5
#21 COc1ccc(C(=O)Cc2ccccc2)cc1OC
→ 4 | 2 | 1.2 | 108 | -1 | 1 | 1 | 1 | 9 | -2

(list continues)
25. CCOc1ccc(C(=O)NCCCN2CCOCC2)cc1OCC
26. COc1ccc(/C=N/NC(=O)c2[nH]nc3c2CCc2ccccc2-3)cc1OC
27. O=C(CCN1C(=O)S/C(=C\c2ccccc2)C1=O)Nc1ccc(S(=O)(=O)Nc2nccs2)cc1
28. O=C(NCCN1CCOCC1)c1noc2c1CCc1ccccc1-2
29. O=C1CSC(c2ccc(F)cc2)N1c1nc2ccccc2s1 (stereo unspecified)
30. COc1ccc(CCNC(=O)COc2ncnc3ccccc23)cc1OC
31. C=CCN1C(=O)/C(=C\C=C2\N(C)c3ccccc3C2(C)C)SC1=S
32. CCCC1(CCC)NC(=O)N(CC(=O)Nc2ccccc2OC)C1=O
assay / entry	25	26	27	28	29	30	31	32
G6PDH CS	9	-82	5	3	1	10	-18	12
Diaph inh CS	20	-6	25	6	19	1	10	6
NF-kB expr up	1.1	2.4	1.3	2.4	1.3	0.98	0.94	1.1
STAT1 activator	103	106	104	119	108	96	99	102
APP transl inh	4	3	4	-56	20	2	-6	-7
APP 5'UTR act	-4	-3	-4	56	-20	-2	7	7
FLuc act counter	1	1	1	1	1	1	1	1.1
Diaphorase act	0.8	1.1	0.8	0.9	0.8	1	0.9	0.9
TLR4-MyD88 BLA	-4	-3	-8	12	-15	-1	3	-17
FLuc inh counter	-3	-2	-3	3	-2	4	4	-7

33. CCC1=Nc2cc(C(=O)NCCCOC(C)C)ccc2Sc2ccccc21
34. Cc1ccc(C(=O)NNC(=S)NC(=O)COc2ccccc2)cc1
35. O=c1c(OC2OC(CO)C(O)C(O)C2O)c(-c2ccc(O)c(O)c2)oc2cc(O)cc(O)c12 (stereo unspecified)
36. CS(=O)(=O)c1ccccc1-c1nc(-c2ccc([N+](=O)[O-])cc2)no1
37. CCC(C)n1c(SCC(=O)/C(C#N)=C(\C)N)nc2ccccc2c1=O (stereo unspecified)
38. Cc1ccc(S(=O)(=O)N2C(=O)C(c3ccccc3)SC2=Nc2ccccc2)cc1 (stereo unspecified)
39. NC(=S)NNc1cccc(Cl)c1
40. COc1ccc(C(=O)/C=C/NCc2ccc(C)cc2)cc1
assay / entry	33	34	35	36	37	38	39	40
G6PDH CS	2	0	41	0	-2	-1	-4	.
Diaph inh CS	14	12	62*	0	21	8	20	.
NF-kB expr up	1	0.79	0.95	1.3	0.81	1.3	0.88	.
STAT1 activator	101	102	97	102	97	100	96	117
APP transl inh	15	2	1	0	4	.	4	-24
APP 5'UTR act	-15	-2	-1	0	-5	.	-4	24
FLuc act counter	1	1	1.1	0.9	1	1.1	1.1	.
Diaphorase act	0.9	0.9	0.4	1	0.8	0.9	0.8	.
TLR4-MyD88 BLA	5	5	-9	1	8	-4	2	11
FLuc inh counter	0	-4	-10	5	-3	-6	-7	.

41. CCn1c(SCC(=O)Nc2ccccc2-c2ccccc2)nnc1-c1ccoc1C
42. Cn1c(=O)c2c(nc(SCC(=O)Nc3ccccc3N3CCCCC3)n2C)n(C)c1=O
43. COc1ccc(N2CCN(Cc3nc4ccsc4c(=O)[nH]3)CC2)cc1
44. N#Cc1c(N)sc2c1CCN(C(=O)OCc1ccccc1)C2
45. CC(C)(C)OC(=O)NCC(=O)Oc1cc2oc(=O)cc(-c3ccccc3)c2cc1Cl
46. NC(=O)C1CCCN(Cc2ccc(Cl)cc2)C1 (stereo unspecified)
47. N/C(=N\N=C\c1ccco1)SC1CC(=O)N(c2ccc(C(=O)O)cc2)C1=O (stereo unspecified)
48. Cn1c(-c2cccc(OCc3ccccc3)c2)nc2c1c(=O)[nH]c(=O)n2Cc1ccccc1
49. CCOC(=O)N1CCN(C(=O)CSc2nnc(-c3c[nH]c4ccccc34)n2CCOC)CC1
assay / entry	41	42	43	44	45	46	47	48	49
G6PDH CS	5	8	9	0	10	0	3	3	6
Diaph inh CS	24	15	0	15	21	4	6	-6	11
NF-kB expr up	1	0.49	1.2	1.4	1.1	1.2	1.2	0.93	1
STAT1 activator	90	93	100	115	104	101	107	102	66
APP transl inh	1	7	-4	-10	-23	-1	-27	3	2
APP 5'UTR act	-1	-7	3	10	23	1	27	-3	-2
FLuc act counter	1.1	1.1	1.1	1	1	1.1	1.1	1.1	1.1
Diaphorase act	0.8	0.8	1	0.8	0.8	1	0.9	1.1	0.9
TLR4-MyD88 BLA	4	-8	4	1	21	-2	0	2	0
FLuc inh counter	-6	-8	-7	-1	-5	-8	-6	-6	-6
